MCF10A rereplic – induces DNA re-replication in MCF 10a normal breast cells. Potency, µM (titrated, usually from 46.1 µM), without a hit: at the highest dose activity, positive = re-replication, usual class: activators. MCF 10A DNA re-replication, Hoechst nuclear intensity, 48 h. AID 624296. 350,000 tested, 2.9% active; further: potency means the concentration at half of the fitted maximal effect; % of control where 0% means no effect; nearly all actives have a fitted effect of over 50% in size
HT1080 IDH1KD tx – kills HT-1080 cells with IDH1 knockdown | HT-1080 IDH1 knockdown viability, ATP luminescence, 48 h | Potency, µM (titrated, usually from 46.1 µM), without a hit: top-dose activity, negative = toxicity, actives largely listed as cytotoxic | 360,000 tested, 2% active | AID 686971;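 further: potency means the concentration at half of the fitted maximal effect; 0% = DMSO wells and -100% = cell-free medium wells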
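Luminescent ATP read-out (CellTiter-Glo, 10 min at room temperature) after 48 h compound exposure at 37 °C gave viability of IDH1-knockdown HT-1080 cells. Activity was normalised to DMSO and cell-free wells, then fitted as concentration-response curves.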
IL1B secr inh – inflammasome signaling inhibition, IL-1 beta readout | THP-1 LPS/ATP IL-1B secretion, AlphaLISA, 16 h; active compounds read low | activity change, % at 57.5 µM | 360,000 tested, 4.7% active | AID 743279; in the data active means activity change below about -50%; inconclusive means mostly about -30% to -49%; further: on the % scale 0 is the no-effect control and ±100 the full control effect
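THP-1 cells pretreated 1 hr with compounds (up to 57.5 uM final), then stimulated with LPS (250 ng/mL final) plus ATP (1.25 mM final); secreted IL-1B measured by AlphaLISA after 16 hr, decreased signal indicating inhibition.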
HepG2 viability – HepG2 cytotoxicity, counter-screen for TGF-b inhibitors; AID 588856; HepG2 CAGA-GFP viability, ATP luminescence, 18 h; 410,000 tested, 0.76% active; Potency, µM (series often up to 46.1 µM), inactives show at the top dose activity change, negative = cytotoxicity, usual class: cytotoxic; further: potency means the concentration at half of the fitted maximal effect; some results filed as inactive show a strong effect at the top dose
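CellTiter-Glo luminescence gave cytotoxicity after 18 hours at 37 degrees C. The cells were HepG2 CAGA-GFP in 1% FBS DMEM, stimulated with 500 pg/mL TGF-beta after compound addition. %Activity was normalised to no-cell wells (complete cell-killing) and DMSO (no toxicity), and curves were fitted and classified.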
KB-3-1 cytotox – KB-3-1 parental cell cytotoxicity; KB-3-1 viability, CellTiter-Glo ATP luminescence, 72 h; Potency, µM (highest dose often 46.1 µM), for the others: at the top dose activity change, negative = cytotoxic, actives largely listed as cytotoxic; 400,000 tested, 1.4% active; AID 1347075; further: potency means the concentration at half of the fitted maximal effect; on the % scale 0 is the no-effect control and ±100 the full control effect; nearly all actives have a fitted effect of over 60% in size
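Here the drug-naive KB-3-1 line serves as comparator for MDR sub-line selectivity; cells received compound titrations, 72 h at 37 °C, then CellTiter-Glo readout.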
HT1080-NT tox – kills 2HG-producing HT-1080-NT fibrosarcoma cells. Potency, µM (highest dose often 46.1 µM), for the others: at the highest dose activity, negative = less viability, usual class: cytotoxic. HT-1080-NT fibrosarcoma viability, CellTiter-Glo ATP luminescence, 48 h. 360,000 tested, 1.6% active;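 further: NT is the 2HG producing partner of a matched IDH1 knockdown line; potency means the concentration at half of the fitted maximal effect; 0% = DMSO-treated cells and -100% = media-only wells without cells; nearly all actives have a fitted effect of over 55% in size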
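Fibrosarcoma NT cells, 750 per well in 5% FBS RPMI, were exposed to compound for 48 hours. Viability: CellTiter-Glo luminescence.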
ATXN viability – viability counter-screen for ATXN expression inhibitors. S2 cells (HEK-293 line with an ATXN2-luciferase reporter) viability, CellTiter-Fluor protease fluorescence, 24 h. Potency, µM (series often up to 56.7 µM), actives largely listed as cytotoxic. 400,000 tested, 0.49% active; further: potency means the concentration at half of the fitted maximal effect; nearly all actives have a fitted effect of over 40% in size
ATXN2 expr inh – inhibitors of ATXN2 expression; HEK-293 ATXN2-luciferase reporter, luminescence, 24 h; Potency, µM (highest dose often 57 µM), without a hit: top-dose activity change, negative = inhibition, usual class: inhibitors; 360,000 tested, 0.72% active; AID 1745845; further: potency means the concentration at half of the fitted maximal effect; on the % scale 0 is the no-effect control and ±100 the full control effect; nearly all actives have a fitted effect of over 55% in size
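qHTS (up to 57 uM final) was run with 24 h compound exposure of reporter cells at 37 °C. Each well was multiplexed: SteadyGlo luminescence measured ATXN2-luciferase expression after a fluorogenic Gly-Phe-AFC viability readout (25 uM final).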
SW480 rerep – inducers of DNA re-replication in SW480 colon cancer cells | SW480 DNA re-replication, Hoechst DNA content imaging, 48 h | Potency, µM (titrated, usually from 46.1 µM), inactives show at the highest dose re-replication activation, most hits filed as activators | 340,000 tested, 1.8% active | AID 624297; further: potency means the concentration at half of the fitted maximal effect; % of control where 0% means no effect; nearly all actives have a fitted effect of over 55% in size
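Compounds, transferred as 23 nL by pin tool, were incubated with cells for 48 hr; DNA content per nucleus was then quantified by Hoechst staining and fluorescence plate imaging.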
* hit, by the source's call; i = inactive; u = inconclusive; x = not tested or not shown; [ ] = remark or other dose. Unless noted, the call rests on the fitted dose curve; in most records, active means well fitted curve in the direction sought with a large enough effect; inconclusive means small, poorly fitted or top-dose-only effect, or another doubt; inactive means no such curve, though single readings can be large; an effect the other way counts as inactive or inconclusive.

SMILES	MCF10A rereplic	HT1080 IDH1KD tx	IL1B secr inh	HepG2 viability	KB-3-1 cytotox	HT1080-NT tox	ATXN viability	ATXN2 expr inh	SW480 rerep
CN(CC(=O)N1CCCCC1)S(=O)(=O)c1ccc(Cl)cc1	-2%	8%	20	-2%	0%	11%	i	12%	0%
CCN(CC)C(=O)COc1ccc(N(C)S(=O)(=O)c2ccc(NC(C)=O)cc2)cc1	8%	10%	-17	-18%	-1%	3%	i	-6%	5%
CCN(CC)C(=O)/C(=C/c1ccc(F)cc1)NC(C)=O	6%	4%	-10	-5%	0%	8%	i	10%	3%
Cc1nc(SCC(=O)NC2CCCCC2C)c(C#N)c(C)c1C (stereo unspecified)	0%	-7%	5	4%	2%	2%	i	1%	-2%
C#CCOc1c(/C=C\c2nc(O)c([N+](=O)[O-])c(=O)[nH]2)cc(Br)cc1OC	-5%	6%	-13	2%	-3%	13%	i	x	3%
Cc1c(NC(=O)CSc2nnc(N)s2)c(=O)n(-c2ccccc2)n1C	5%	-5%	-15	1%	13%	1%	i	-5%	1%
CCSc1nnc(NC(=O)c2cc3c(s2)CCCC3)s1	-7%	28%	-10	-20%	9%	-2%	i	38%[activator]	-1%
COc1ccc(-c2nc(SC)n(C(=O)c3ccco3)n2)cc1	29%	13%	8	-18%	-9%	18%	i	17%	-1%
CC(C)C(=O)NNC(=O)c1ccccn1	-82%[inhibitor]	-4%	0	-24%	-10%	2%	i	-5%	6%
COc1ccccc1Cc1noc(-c2cc(Cl)ccc2OC)n1	12%	1%	-5	-26%	10%	12%	i	1%	3%
COc1ccccc1-c1cnc(C(O)c2cc(C)ccc2C)[nH]1 (stereo unspecified)	x	-2%	21	-25%	0%	-1%	i	-3%	x
NNC(=O)CSc1cccc2cccnc12	-42%[inhibitor]	14%	-27	-13%	5%	0%	i	2%	-150%[inhibitor]
Cc1cccc(Cn2c(-c3ccccc3)nc3ccccc32)c1	x	x	x	-56%	u	x	u	-30%	x
CCOC(=O)c1noc2nc(C)n(Cc3cccc([N+](=O)[O-])c3)c(=O)c12	x	x	x	-21%	1%	x	i	1%	x
C[C@@H]1CC=C[C@H]2[C@H]1C(=O)N(Cc1ccccc1)[C@H]2c1ccc(-c2ccoc2)cc1F	18µM*	-18%	11	-22%	-31%	u	u	-31%	3%
O=C(CCCc1ccccc1)NCCc1ccccc1	0%	6%	-8	-1%	-1%	0%	i	x	-1%
O=C(CSc1ccc(-c2cccnc2)nn1)Nc1ccc(F)cc1	-2%	-6%	1	-1%	-7%	0%	i	-21%	-5%
Cc1[nH]c2ccccc2c1C(=O)CSc1nc2cc(S(=O)(=O)N3CCCCC3)ccc2o1	18%	-22%	-17	-48%	u	-13%	i	u	10%
Cc1oc(-c2ccccc2F)nc1CS(=O)(=O)CC(=O)NCCCN1CC(C)CC(C)C1 (stereo unspecified)	1%	-7%	-26	-3%	0%	-9%	i	-3%	-4%
COc1ccccc1CNC(=O)C1CCCC1	-4%	-7%	-9	-8%	-1%	14%	i	6%	-8%
CN(c1ccc(OCC(=O)OCC(=O)NCc2ccco2)cc1)S(=O)(=O)c1ccc2ccccc2c1	0%	0%	9	-24%	15%	-3%	i	-10%	0%
O=S1CC/C(=N\O)c2ccccc21 (stereo unspecified)	14%	-2%	4	-12%	-9%	5%	i	1%	-3%
CCOC(=O)[C@]12CCCC=C1N(CCC1=CCCCC1)C(=O)[C@H](CC(=O)N1CCSCC1)C2	x	-6%	15	x	8%	0%	x	x	x
Cc1ccccc1-c1noc(CCC(=O)NCc2ccco2)n1	-11%	3%	12	-1%	11%	-1%	i	-4%	-3%[9.22 µM]
CC(C)CNC(=O)/C=C/C=C/c1ccc2c(c1)OCO2	-14%	-4%	-11	-15%	0%	1%	i	11%	-50%[inhibitor]
CC(OC(=O)CNS(=O)(=O)/C=C/c1ccccc1)C(=O)Nc1ccc(S(=O)(=O)N2CCCC2)cc1 (stereo unspecified)	0%	24%	0	2%	3%	19%	i	0%	-5%
C[C@H](NC(=O)c1ccco1)C(=O)N1CCCC1	3%	22%	-8	-6%	0%	1%	i	-11%	11%
COc1ccc(C(=O)N/N=C(/C)c2cccc(NC(=O)c3ccccc3F)c2)cc1	u	2%	10	10%	-9%	4%	i	16%	-4%
CCOc1ccc(NC(=O)CC2C(=O)N(c3ccccc3)C(=O)N2Cc2ccco2)cc1 (stereo unspecified)	7%	9%	-4	2%	14%	-10%	u	-28%	-1%
N=C1C(c2ccccc2)=C(O)CN1CCO	0%	2%	11	-16%	-47%	1%	i	-8%	-9%
Cc1ccc(C)c(C(=O)NC(C)CCc2ccccc2)c1 (stereo unspecified)	2%	0%	22	-31%	6%	5%	i	5%	11%
O=C(NCc1ccc(F)cc1)Nc1nnc([C@@H]2C[C@H](O)[C@@H](CO)O2)s1	x	4%	-11	-26%	9%	3%	i	19%	x
CSc1nnc(-c2cccs2)n1-c1ccccc1	-2%	-30%	51	-15%	-3%	u	i	4%	12%
CCCn1nc(NS(=O)(=O)c2ccccc2[N+](=O)[O-])c2cc3ccccc3nc21	0%	-9%	51	6%	4%	-4%	i	7%	26%
N#CCCN1CCN(C(=S)c2ccc(-c3cc(Cl)ccc3Cl)o2)CC1	8%	0%	u	-5%	-29%	-11%	u	-15%	2%
COc1ccc(NC(=O)COC(=O)c2cccc(S(=O)(=O)N(C)C)c2)cc1	2%	11%	6	-8%	6%	20%	i	9%[11.3 µM]	-4%
CN(c1ccc(F)cc1)S(=O)(=O)c1ccc(Cl)c(C(=O)Nc2ccncc2)c1	u	-22%	33	-19%	u	-6%	u	-16%	-2%
COc1cccc(/C=N\NC(=O)c2ccc(Cn3cc(Br)c([N+](=O)[O-])n3)o2)c1O	u	u	167	-7%	u	u	i	u	0.73µM*
CN(Cc1nc2ccccc2n1C)S(=O)(=O)c1ccc(F)cc1	4%	1%	2	3%	-10%	-1%	i	2%	0%
Cc1cc(C)n(-c2ccc(C(=O)Nc3nnc(C)s3)cc2)n1	5%	4%	-11	7%	-3%	16%	i	10%	-3%[9.22 µM]

Nine entries from above, with two lines to a compound:
Values run as follows: MCF10A rereplic | HT1080 IDH1KD tx | IL1B secr inh | HepG2 viability | KB-3-1 cytotox | HT1080-NT tox | ATXN viability | ATXN2 expr inh | SW480 rerep
CN(c1ccc(OCC(=O)OCC(=O)NCc2ccco2)cc1)S(=O)(=O)c1ccc2ccccc2c1
  0% | 0% | 9 | -24% | 15% | -3% | i | -10% | 0%
O=S1CC/C(=N\O)c2ccccc21 (stereo unspecified)
  14% | -2% | 4 | -12% | -9% | 5% | i | 1% | -3%
CCOC(=O)[C@]12CCCC=C1N(CCC1=CCCCC1)C(=O)[C@H](CC(=O)N1CCSCC1)C2
  x | -6% | 15 | x | 8% | 0% | x | x | x
Cc1ccccc1-c1noc(CCC(=O)NCc2ccco2)n1
  -11% | 3% | 12 | -1% | 11% | -1% | i | -4% | -3%[9.22 µM]
CC(C)CNC(=O)/C=C/C=C/c1ccc2c(c1)OCO2
  -14% | -4% | -11 | -15% | 0% | 1% | i | 11% | -50%[inhibitor]
CC(OC(=O)CNS(=O)(=O)/C=C/c1ccccc1)C(=O)Nc1ccc(S(=O)(=O)N2CCCC2)cc1 (stereo unspecified)
  0% | 24% | 0 | 2% | 3% | 19% | i | 0% | -5%
C[C@H](NC(=O)c1ccco1)C(=O)N1CCCC1
  3% | 22% | -8 | -6% | 0% | 1% | i | -11% | 11%
COc1ccc(C(=O)N/N=C(/C)c2cccc(NC(=O)c3ccccc3F)c2)cc1
  u | 2% | 10 | 10% | -9% | 4% | i | 16% | -4%
CCOc1ccc(NC(=O)CC2C(=O)N(c3ccccc3)C(=O)N2Cc2ccco2)cc1 (stereo unspecified)
  7% | 9% | -4 | 2% | 14% | -10% | u | -28% | -1%

Following part.
SMILES	MCF10A rereplic	HT1080 IDH1KD tx	IL1B secr inh	HepG2 viability	KB-3-1 cytotox	HT1080-NT tox	ATXN viability	ATXN2 expr inh	SW480 rerep
CCCCOc1ccc(CN2C(=O)C(=O)c3cc(C)ccc32)cc1OC	x	x	x	-7%	-4%	x	i	4%	x
COc1cc(CN2C[C@@H](CO)O[C@@H](n3cnc4c(N(C)C(C)C)ncnc43)C2)cc(OC)c1OC	x	3%	-9	-3%	0%	u	i	4%	x
CCCOc1ccc(-c2cc(C(=O)NCC3CCCO3)c3ccccc3n2)cc1 (stereo unspecified)	106%	u	u	-12%	-2%	-22%	i	7%	-18%
O=c1[nH]c2cc(Cl)c(Br)cc2o1	18%	u	32	-7%	-11%	3%	u	4%	-2%
COc1ccc(C(=O)C2CCCN(C(=O)c3ccc(F)cc3)C2)cc1OC (stereo unspecified)	-2%	-2%	0	1%	1%	3%	i	-11%	-7%
Cc1cc(C)c(C(=O)N2CCCC(Nc3ccc(C)c(C)c3)C2)o1 (stereo unspecified)	0%	-12%	37	-1%	-20%	1%	i	-11%	-47%
CC(=O)NC(c1cccc(F)c1)c1nc(-c2ccc3ccccc3c2)cs1 (stereo unspecified)	x	u	-29	-31%	-4%	-29%	i	-16%	x
CCOc1ccc(NC(=O)C2CCCN2S(=O)(=O)c2ccc(OCC)cc2)cc1 (stereo unspecified)	u	19%	65	10%	4%	11%	i	-1%	-2%
CC(=O)c1ccc(OC(=O)COc2ccccc2Cl)cc1	0%	3%	8	-2%	-10%	10%	i	-10%	-5%
COc1ccc(C(=O)NC(=S)Nc2ccc(CN3CCCCC3)cc2)cc1Cl	u	u	-68*	5%	-24%	u	u	-11%	25%

Screening data from PubChem.
